SKN-1 block: C. elegans SKN-1 inhibition; 360,000 tested, 0.49% active; AID 624304; inhibition, % at 21.8 µM; C. elegans VP596 Pgst-4::GFP/RFP ratio, acrylamide-induced, 24 h;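 active = interference check ratio from 0.5 to 1.5 plus GFP to RFP signal ratio inhibition reaching or exceeding a fixed threshold, cut at about 30% in these data, passing the limit was not always enough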; also: some compounds called inactive have numbers as strong as hits
CendR NRP1 mod: modulators of CendR peptide binding to human neuropilin-1; AID 602438; 360,000 tested, 0.85% active; FAM-RPARPAR peptide binding to NRP-1, fluorescence polarization; O14786; inhibition, % at 25 µM;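 active = inhibition or corrected inhibition above about 18%, plus a signal ratio from 0.5 to 1.5, limit read from the data, passing the limit was not always enough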; also: strong numbers were not always called active
E coli Lon inh: inhibits E. coli Lon protease. purified E. coli Lon protease, fluorescence polarization. inhibition, % at 7.94 µM. 360,000 tested, 0.42% active. AID 602123; in the data active = inhibition above about 13%, passing the limit was not always enough;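 also: 0% = enzyme with probe and DMSO and 100% = no enzyme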
Target sequence (P0A9M0 whole entry, looked up): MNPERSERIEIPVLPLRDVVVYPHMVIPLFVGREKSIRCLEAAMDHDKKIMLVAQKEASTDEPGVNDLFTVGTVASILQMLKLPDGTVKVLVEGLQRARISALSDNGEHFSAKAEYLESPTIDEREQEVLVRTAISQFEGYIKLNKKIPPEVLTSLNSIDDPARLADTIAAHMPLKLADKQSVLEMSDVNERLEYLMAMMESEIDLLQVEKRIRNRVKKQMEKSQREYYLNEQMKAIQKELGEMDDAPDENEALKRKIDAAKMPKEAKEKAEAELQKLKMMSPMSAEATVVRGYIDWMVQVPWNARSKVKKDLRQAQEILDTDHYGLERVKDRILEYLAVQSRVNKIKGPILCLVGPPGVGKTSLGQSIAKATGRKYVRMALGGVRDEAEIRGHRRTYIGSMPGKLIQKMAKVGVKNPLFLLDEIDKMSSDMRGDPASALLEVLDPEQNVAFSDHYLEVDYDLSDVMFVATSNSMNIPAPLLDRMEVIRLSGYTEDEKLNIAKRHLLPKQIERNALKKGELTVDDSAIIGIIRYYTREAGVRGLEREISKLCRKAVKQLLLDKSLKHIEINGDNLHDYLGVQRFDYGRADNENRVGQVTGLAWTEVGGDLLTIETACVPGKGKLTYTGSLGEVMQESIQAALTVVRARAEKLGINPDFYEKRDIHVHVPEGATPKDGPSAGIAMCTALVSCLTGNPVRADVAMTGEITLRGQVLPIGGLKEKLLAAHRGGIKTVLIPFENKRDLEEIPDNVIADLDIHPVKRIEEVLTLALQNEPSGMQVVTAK
Rin1-Abl PPI inh: blocks binding of human Rin1 to Abl; P00519+Q13671; TR-FRET Rin1/Abl binding, biochemical; inhibition, % at 7.35 µM; 360,000 tested, 0.4% active; in the data active = inhibition above about 5%, passing the limit was not always enough
Neddylation inh: inhibitors of human cullin neddylation; P61081+Q13564; 360,000 tested, 0.58% active; calls only at 25 µM; AID 651699; TR-FRET cullin neddylation, biochemical; in the data active = inhibition above about 36%
MsrA inhibitor: inhibits bovine methionine sulfoxide reductase A; purified bovine MsrA, absorbance read-out; inhibition, % at 15.5 µM; 360,000 tested, 0.75% active; AID 651718; in the data active = inhibition above about 4.5%;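 also: 0% = vehicle wells with enzyme and 100% = reference inhibitor wells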
bovine MsrA act: activators of bovine methionine sulfoxide reductase A; 360,000 tested, 0.3% active; activation, % at 10.6 µM; purified bovine MsrA, absorbance read-out; in the data active = activation above about 7.5%;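 also: 0% = vehicle and 100% = reference activator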
MT1-MMP act inh: blocks activation of human MT1-MMP | GFP/RFP ratio change, % at 20 µM | 360,000 tested, 0.061% active | AID 651647 | HT1080 RFP-PRO-GFP cells, GFP/RFP ratio fluorescence, overnight; percent of plate control window, DMSO zero;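 active = GFP/RFP ratio change of at least 30% with cell ATP level not reduced by more than half and red fluorescence within 50% of control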; also: strong numbers were not always called active
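Assay system: HT1080 cells carrying an RFP-PRO-GFP reporter | Dosing: Single dose of 20 µM compound, 1% DMSO final | Incubation: Cells overnight before dosing, compound overnight, 37 °C, 5% CO2 | Evaluation: GFP/RFP fluorescence ratio | Control set: DMSO and RFP-L50D-GFP cell wells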
FAS TE block: blocks the thioesterase domain of human fatty acid synthase | P49327 | recombinant FAS-TE, OMFH fluorogenic substrate, fluorescence endpoint | inhibition, % at 15 µM | 360,000 tested, 0.67% active;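 active = compounds whose normalised, plate-corrected inhibition of enzyme fluorescence in the single-dose primary screen is 50% or more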;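 also: 0% = DMSO with enzyme and 100% = substrate without enzyme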
Active calls of the source: *; i = inactive; . = not tested or not shown. Random draw from the library (roughly 4.2% active in at least one column).

SMILES | SKN-1 block | CendR NRP1 mod | E coli Lon inh | Rin1-Abl PPI inh | Neddylation inh | MsrA inhibitor | bovine MsrA act | MT1-MMP act inh | FAS TE block
CCN(CC)c1ccc(NC(=O)C2=CCN(S(=O)(=O)c3ccc(F)cc3)CC2)c(C)c1 | -1 | 12 | -1 | -3 | i | -0.5 | -1 | -3 | 10
COc1cccc(N=C2NC(=O)/C(=C/c3cc([N+](=O)[O-])ccc3O)S2)c1 | 16 | 120 | -34 | -2 | i | 0.1 | -1 | -36 | -3
O=C(O)CC(Cn1[nH]nnc1=S)c1ccccc1 (centres undefined) | 16 | 8 | -14 | -3 | i | 0.5 | 2 | -3 | -4
Cc1cnc(CN(C)C(=O)C2CCC(=O)N(CCc3ccccc3)C2)[nH]1 (centres undefined) | -6 | 7 | 10 | 0 | i | -1.1 | -13 | -17 | -6
Cc1nnc(-c2cccc(C(F)(F)F)c2)nc1N1CCOCC1 | 2 | -4 | -10 | 1 | i | 2.8 | -1 | -4 | 1
CCOC(=O)c1cn(CC(=O)Nc2ccc(C(C)C)cc2)nn1 | 3 | -1 | -7 | 4 | i | -1.6 | -11 | -1 | -4
COc1ccc(C(=O)N/N=C(\c2ccccc2)c2ccccn2)cc1 | 7 | -9 | -3 | -4 | i | 0.7 | -5 | -4 | -3
COC(=O)[C@]12CCCCC=C1N(Cc1cccc3ccccc13)C(=O)[C@H](CC(=O)NCc1ccc(C)o1)C2 | -3 | 12 | -17 | . | i | -0.7 | 4 | -8 | 11
Cc1ccc2[nH]c3c(c2c1)CCCC3C(N)=O (centres undefined) | -5 | 3 | 22 | 2 | i | -0.1 | -15 | -8 | -6
CC(CN1CCN(C)CC1)OC(=O)c1ccc(F)cc1 (centres undefined) | -5 | 11 | 0 | -3 | i | -0.4 | -5 | 2 | 1
COC(=O)COc1ccc(S(=O)(=O)Nc2cc([N+](=O)[O-])ccc2C)cc1 | 0 | -1 | 5 | 2 | i | 1.1 | -7 | 1 | -3
COc1ccccc1OCCn1cc(C(=O)O)c2ccccc21 | 7 | -4 | 4 | -2 | i | 1.6 | 0 | -11 | -1
O=C(CCNS(=O)(=O)c1ccccc1C(F)(F)F)N1CCN(S(=O)(=O)c2cccc(F)c2)CC1 | -7 | 11 | -12 | 1 | i | -1.2 | -4 | 1 | 1
COc1ccc(OC)c(CNC(=O)Cn2nc(C)c3c(C)n(-c4ccc(C)cc4)nc3c2=O)c1 | 10 | -7 | 1 | -3 | i | 0.3 | -1 | 11 | -1
CC(=O)c1c(C)[nH]c(C(=O)NCCc2c[nH]c3ccccc23)c1C | 5 | 14 | -2 | 4 | i | 0.9 | -1 | 1 | 0
Cc1ccc(NCc2nnc(SCC(=O)NCc3ccco3)n2CC2CCCO2)c(C)c1 (centres undefined) | -6 | 8 | 1 | 2 | i | 2.9 | -2 | -3 | -3
CCCN1CCC2(CC1)NC(C(=O)O)Cc1c2[nH]c2ccccc12 (centres undefined) | 5 | 1 | -11 | 1 | i | . | 0 | -6 | -6
COc1cccc(C(=O)Nn2c(C)nnc2-n2nc(C)cc2C)c1 | 2 | 4 | 4 | -2 | i | -1.5 | -3 | 6 | -3
CC(=O)NC(c1ccccc1)c1nc(-c2cc3ccccc3o2)cs1 (centres undefined) | -1 | -7 | 13 | -3 | i | 0.6 | -2 | 6 | 5
CC(=O)c1nc2ccccc2n1CCc1ccccc1 | -3 | -9 | -7 | 3 | i | 0.4 | -1 | 0 | 1
CCCCCC#CCN1CCN(C23CC4CC(CC(C4)C2)C3)CC1 | -4 | -5 | 8 | 3 | i | . | 8.8* | -1 | 4
Cc1c(C(=O)Nc2cccc(S(=O)(=O)N3CCOCC3)c2)oc2ccccc12 | 3 | 12 | -3 | -2 | i | 1.3 | -5 | 3 | 21
CCOC(=O)C1(C)NC(c2cccs2)C2C(=O)N(c3ccccc3)C(=O)C21 (centres undefined) | -3 | 8 | -3 | 3 | i | 0.7 | -6 | 7 | -4
O=C(Cc1ccccc1)N1CCN(c2ccc([N+](=O)[O-])cc2)CC1 | -7 | 16 | 1 | 0 | i | 2.4 | -3 | 1 | 4

Given with each value named: entries from further up.
SMILES: COc1cccc(N=C2NC(=O)/C(=C/c3cc([N+](=O)[O-])ccc3O)S2)c1
  SKN-1 block: 16
  CendR NRP1 mod: 120
  E coli Lon inh: -34
  Rin1-Abl PPI inh: -2
  Neddylation inh: i
  MsrA inhibitor: 0.1
  bovine MsrA act: -1
  MT1-MMP act inh: -36
  FAS TE block: -3

SMILES: O=C(O)CC(Cn1[nH]nnc1=S)c1ccccc1 (centres undefined)
  SKN-1 block: 16
  CendR NRP1 mod: 8
  E coli Lon inh: -14
  Rin1-Abl PPI inh: -3
  Neddylation inh: i
  MsrA inhibitor: 0.5
  bovine MsrA act: 2
  MT1-MMP act inh: -3
  FAS TE block: -4

SMILES: Cc1cnc(CN(C)C(=O)C2CCC(=O)N(CCc3ccccc3)C2)[nH]1 (centres undefined)
  SKN-1 block: -6
  CendR NRP1 mod: 7
  E coli Lon inh: 10
  Rin1-Abl PPI inh: 0
  Neddylation inh: i
  MsrA inhibitor: -1.1
  bovine MsrA act: -13
  MT1-MMP act inh: -17
  FAS TE block: -6

Carrying on:
SMILES | SKN-1 block | CendR NRP1 mod | E coli Lon inh | Rin1-Abl PPI inh | Neddylation inh | MsrA inhibitor | bovine MsrA act | MT1-MMP act inh | FAS TE block
COc1ccc(-c2[nH]ncc2CN2CCN(c3ccccn3)CC2)c(OC)c1 | 5 | 3 | 14 | 4 | i | -1.2 | -1 | 5 | -2
Cc1ccc(C)c(N2CCN(c3cnn(-c4nc5ccccc5s4)c(=O)c3Cl)CC2)c1 | 9 | 19 | 6 | -9 | i | 0.3 | -2 | -1 | 6
CCCCNc1c(-c2ccc(SC(C)CC)cc2)nc2ccc(Cl)cn12 (centres undefined) | 5 | -22 | -9 | . | . | 1.5 | -11 | 1 | 24
O=C(C[C@H]1C/C=C\CCC(=O)OC[C@H]2CCCN2C1=O)NCCO | 6 | -2 | -5 | 3 | i | -0.6 | -1 | 2 | -13
CSc1nc2ncc(-c3ccsc3)c(N)n2n1 | -3 | 0 | 11 | 7 | i | 0.4 | -2 | -1 | -5
OC(c1ccccc1)(c1nc(-c2ccc(Cl)cc2)cs1)C(F)(F)F (centres undefined) | 15 | -17 | 5 | -1 | i | -0.3 | -9 | 0 | 43
Cc1ccc(S(=O)(=O)CCC(O)c2ccc(Cl)cc2)cc1 (centres undefined) | 10 | 11 | 10 | -1 | i | 0.4 | -3 | 2 | 0
Cc1ccc(Cn2nnc3c(=O)n(CC(=O)NCc4ccc5c(c4)OCO5)cnc32)cc1 | 6 | 3 | -1 | -1 | i | 0.0 | -8 | 2 | -9
CC(C)(C)OC(=O)CNC(=O)c1[nH]cnc1C(=O)N[C@@H](CCCCNC(=O)OC(C)(C)C)C(=O)OC(C)(C)C | 11 | 16 | 0 | 1 | i | 1.4 | -1 | -7 | 87*
CCOC(=O)CSc1nnc(CNc2cccc(Cl)c2)n1-c1ccccc1 | -34 | -1 | 6 | 2 | i | -0.7 | -4 | 4 | 6
O=[N+]([O-])c1ccc(NC(=S)N2CCN(c3ccc(F)cc3)CC2)cc1 | 7 | 1 | 0 | -1 | i | 1.4 | 0 | 0 | 16
CC(C)Cc1nc(N2CCN(C(=O)c3ccco3)CC2)c(C#N)c2c1CCCC2 | 17 | 0 | -2 | -1 | i | -0.2 | 0 | -8 | 12
COc1ccnc(Oc2ccc(F)cc2)c1C(=O)N/C=N/OCc1ccc(F)cc1 | -1 | -4 | -8 | -2 | i | -0.3 | -2 | 4 | 12
Cc1cc(C(=O)OCC(=O)c2ccc3c(c2)NC(=O)CO3)c2ccccc2n1 | 11 | -51 | -6 | -2 | i | 0.8 | -4 | 1 | 3
O=C(NCCSCc1ccccc1)c1ccccc1 | 6 | -7 | -2 | -2 | i | 0.1 | -2 | 4 | -2
Cc1ccc(NC2=CC(=O)CC(c3ccccc3)C2)cc1 (centres undefined) | 4 | 10 | 1 | -3 | i | 1.2 | -2 | -7 | -7
COC(=O)c1ccc(Oc2ccc3nncn3n2)cc1 | 9 | 13 | -17 | 8 | i | 0.1 | -1 | -1 | -2
NS(=O)(=O)c1ccc(CCNC(=O)Cn2c(=O)c3cccn3c3cccnc32)cc1 | -1 | 2 | -6 | -5 | i | 0.1 | -3 | -1 | -3
C/C(=N\O)C(C)(C)Nc1ccc(Cl)cc1 | -8 | 2 | -1 | 0 | i | -1.0 | -6 | 3 | -5
COC(=O)c1c(N2C(=O)Nc3ccccc3N2O)sc2c1CCCC2 | 18 | -8 | -5 | -1 | i | 2.2 | -4 | -1 | -10
CC(=O)c1ccccc1OC(=O)CCN1C(=O)C2C3C=CC(C4CC34)C2C1=O (centres undefined) | 0 | 10 | -8 | 1 | i | -1.0 | -3 | 4 | -10
CCSc1cc(Cl)nc(N)n1 | -3 | 5 | 9 | 0 | i | -1.1 | -2 | 2 | -4
CCOc1ccc(NC(=O)CSc2nc3ccccc3c(=O)n2CCCC(=O)NCC2CCCO2)cc1 (centres undefined) | -3 | 5 | 0 | 5 | i | -0.9 | -13 | 4 | -8
Cc1ccc(C)n1C(CC(=O)O)c1ccc(C#N)cc1 (centres undefined) | 3 | -10 | -9 | 5 | i | 1.8 | -4 | 1 | -2
O=C(/C=C/c1ccccc1)NC(=S)Nc1ccc2c3c(cccc13)CC2 | 3 | -15 | -4 | -1 | i | 0.7 | -5 | 0 | -4
CCN1C(=O)/C(=C/c2ccc(OC)c(OC)c2)N=C1SCC(=O)NCc1ccco1 | 8 | 6 | 2 | -4 | i | 1.6 | -6 | 3 | -6
CCOc1cc(NC(=S)NCCCN2CCOCC2)c(OCC)cc1NC(=O)C(C)C | -7 | -12 | -5 | 0 | i | -0.2 | -2 | -5 | -6
CCC(C)[C@H]1COCCS(=O)(=O)N1Cc1ccc(Br)cc1 (some centres undefined) | 7 | 1 | 1 | 1 | i | 1.1 | -1 | 0 | 19
CCCCC(=O)Nc1cccc2c1C(=O)N(c1ccccc1)C2=O | 5 | 3 | -2 | 0 | i | 0.2 | 3 | 4 | 12
CCc1c(C(=O)Nc2cc(C)ccc2OC)[nH]c(C)c1C(C)=O | -11 | -6 | -2 | -4 | i | 0.7 | 1 | -5 | -2
Cc1cc(C)cc(OCCNC(=O)C2CCN(S(=O)(=O)c3ccccc3)CC2)c1 | 32 | 7 | 5 | 1 | i | 0.5 | 0 | -5 | 18
CCn1cc(C(=O)NCCCOC)c(=O)c2cc(S(=O)(=O)N3CCCC3)ccc21 | 1 | 6 | 4 | -3 | i | 2.5 | -3 | -3 | -5
CSc1ccc(CNc2ccccn2)cc1 | -11 | 0 | -8 | -3 | i | 0.2 | -3 | 0 | -5
CCc1ccc(C(=O)N2CCN(c3ccc(NC(=O)c4ccco4)cc3)CC2)cc1 | 12 | 6 | -15 | -1 | i | -0.7 | -3 | 2 | 1
O=C(COc1cccc2ccccc12)NNC(=O)CSCCO | -6 | 9 | -7 | 0 | i | 0.7 | -2 | 3 | -8
O=[N+]([O-])c1ccc2[nH]nc(-c3ccccc3)c2c1 | 8 | -5 | 1 | -3 | i | 0.6 | -3 | -1 | -13
COC(=O)C(NC(=O)CCc1nnc2ccc(N3CCCCC3)nn12)C(C)C (centres undefined) | 14 | -3 | -9 | 1 | i | 0.1 | -3 | 5 | -4
Cc1cc(OC(C)C(=O)NCc2ccncc2)c2c(C)c(C)c(=O)oc2c1 (centres undefined) | 8 | -3 | -2 | -5 | . | 0.0 | -4 | 2 | -2
COc1ccc(CN2CCCC(C(=O)c3ccc(Cl)cc3)C2)cc1Cn1cncn1 (centres undefined) | 3 | 5 | 10 | 1 | i | -1.3 | -9 | -1 | -10
NS(=O)(=O)c1cc(C(=O)OCC(=O)Nc2ccc3[nH]c(=O)[nH]c3c2)ccc1Cl | -5 | 1 | -10 | 4 | i | 0.8 | 0 | -1 | -3
O=C(NCc1ccncc1)C1CCCN(S(=O)(=O)c2ccc(Br)cc2)C1 (centres undefined) | -5 | 7 | -2 | 3 | i | 1.5 | -5 | -8 | -4

Compound activity from PubChem BioAssay.
